Screens deposited in PubChem by several laboratories.
CRFBP-R2 agonist: CRF-BP/CRF-R2 complex agonism; 350,000 compounds, 0.46% hits; activation, % at 13.2 µM; HEK293 CRF-R2/CRF-BP, calcium dye fluorescence (FLIPR); percent of saturating CRF peptide response;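 active = activation of at least 50%, plus an integration ratio under a set limit after plate pattern correction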;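 also: plate controls were neutral control wells without compound for no effect and CRF at EC100 for full effect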
IDE act: activators of human insulin-degrading enzyme in cells. P14735. 340,000 compounds, 0.073% hits. HEK cells, FAbeta-B cleavage, fluorescence polarization; 0% vehicle, 100% cell-free pure enzyme wells. activation, % at 5.96 µM. AID 493087;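 active = activation above the mean of all tested compounds plus 3 SD, set per screening campaign, cut at about 17% in these data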
CRFBP-R2 block: CRF-BP/CRF-R2 complex antagonism; inhibition, % at 11.8 µM; HEK293 CRF-R2/CRF-BP, CRF-induced calcium fluorescence; 350,000 compounds, 0.59% hits;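 active = inhibition of the ligand-induced calcium signal above about 50% at the single tested concentration, limit read from the data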
PHOSPHO1 block: blocks human PHOSPHO1 phosphatase activity; recombinant PHOSPHO1, absorbance phosphatase assay; inhibition, % at 13.3 µM; 290,000 compounds, 1.1% hits; AID 1565; in the data active = inhibition above about 60%
Target sequence (Q8TCT1 whole entry, looked up): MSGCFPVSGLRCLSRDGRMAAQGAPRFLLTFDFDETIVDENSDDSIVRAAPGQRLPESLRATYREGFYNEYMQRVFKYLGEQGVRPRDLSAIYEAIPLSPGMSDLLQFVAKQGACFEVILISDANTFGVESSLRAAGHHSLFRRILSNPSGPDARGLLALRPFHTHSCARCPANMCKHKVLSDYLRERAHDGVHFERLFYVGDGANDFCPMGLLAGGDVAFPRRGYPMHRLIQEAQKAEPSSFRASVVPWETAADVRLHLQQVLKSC
pCIP destab: compounds decreasing mouse p/CIP protein stability | 290,000 compounds, 0.01% hits | AID 1984 | F442A p/CIP-EGFP cells, EGFP fluorescence, 16 h | decrease of EGFP signal, % at 10 µM;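 active = EGFP signal decrease of at least 30% at 10 µM or well 3 SD below plate mean, unless failing retest; inactive = the rest, including hits failing retest or dose response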; also: some compounds called inactive have numbers as strong as hits; many of its hits are not listed in these tables
GalR3 antagonist: blocks the human galanin receptor 3. O60755. HEK293 GalR3-CNG cAMP membrane potential fluorescence; galR3 body fused to GalR1 C-terminus. inhibition, % at 3 µM. 360,000 compounds, 0.44% hits. AID 651719;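 active = inhibition above the screen-wide average plus 3 SD, cut at about 13% in these data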;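 also: forskolin and galanin both at EC90 stimulate the cells; cAMP rise reported by CNG channel membrane potential dye signal; 0% = forskolin plus galanin with DMSO and 100% = forskolin alone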
CHRM4 PAM: potentiates acetylcholine response at human M4 receptor | activation, % at 3 µM | 360,000 compounds, 0.4% hits | P08173 | CHO-K1 hM4/Gqi5, Fluo-8 calcium fluorescence, ACh EC20; 0% = ACh EC20, 100% = maximal ACh;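 active = activation above its plate's cutoff, the mean activation of sample wells plus 3 SD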; also: some results filed as inactive read as strong as hits
MEKK3 PB1 HTS: MEKK3-MEK5 PB1 interaction, increase or decrease; binding response (% of control), % at 10 µM; bead-based flow cytometry, Alexa488-MEK5 binding to MEKK3; actives lie on both sides; 0 = blocked by unlabeled MEK5, 100 = vehicle; 290,000 compounds, 1.4% hits;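 active = binding response more than 3 SD above or below the average of its plate-row segment, actives on both sides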;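 also: Alexa488 bead fluorescence after subtracting the streptavidin-only scavenger bead signal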
Target sequence (Q99759 whole entry, looked up): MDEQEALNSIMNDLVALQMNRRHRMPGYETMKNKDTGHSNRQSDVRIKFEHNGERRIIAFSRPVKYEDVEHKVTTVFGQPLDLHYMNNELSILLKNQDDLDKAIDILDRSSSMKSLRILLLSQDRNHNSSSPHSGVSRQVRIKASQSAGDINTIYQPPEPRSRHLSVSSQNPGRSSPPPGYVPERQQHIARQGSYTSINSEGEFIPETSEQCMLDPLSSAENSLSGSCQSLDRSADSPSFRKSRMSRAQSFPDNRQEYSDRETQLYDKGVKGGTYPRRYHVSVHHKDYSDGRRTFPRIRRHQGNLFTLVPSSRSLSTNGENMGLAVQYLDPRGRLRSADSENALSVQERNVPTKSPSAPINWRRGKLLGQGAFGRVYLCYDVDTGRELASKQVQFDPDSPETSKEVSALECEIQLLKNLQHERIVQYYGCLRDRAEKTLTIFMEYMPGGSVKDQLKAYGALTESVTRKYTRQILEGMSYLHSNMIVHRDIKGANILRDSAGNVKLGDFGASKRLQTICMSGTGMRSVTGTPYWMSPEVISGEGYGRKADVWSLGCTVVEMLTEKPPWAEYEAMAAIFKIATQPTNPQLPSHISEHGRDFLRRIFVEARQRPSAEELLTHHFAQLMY
IDE inh: inhibitors of human insulin-degrading enzyme in cells; HEK cells, FAbetaB cleavage, fluorescence polarization; 320,000 compounds, 0.41% hits; P14735; inhibition, % at 5.59 µM;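 active = percent inhibition above the average of all tested compounds plus 3 SD, set per screening campaign, cut at about 16% in these data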;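 also: IDE supplied by intact live HEK cells; FP after avidin binding of uncleaved biotin substrate so inhibition keeps polarization high; 0% = DMSO wells and 100% = 60 µM reference IDE inhibitor Ii1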
An asterisk follows results filed as active; / = no result given. The order is random; overall some 4.2% were active at least once.

SMILES | CRFBP-R2 agonist | IDE act | CRFBP-R2 block | PHOSPHO1 block | pCIP destab | GalR3 antagonist | CHRM4 PAM | MEKK3 PB1 HTS | IDE inh
CCCCN1C(=O)N(c2ccccc2Cl)C(C)(O)CC1(C)C (stereo unspecified) | 4.7 | 2 | -7 | 2 | 5 | -12 | -5 | 102 | 2
O=C(CN1C(=O)NC(Cc2c[nH]c3ccccc23)C1=O)Nc1ccc(Br)cc1F (stereo unspecified) | 0.3 | 2 | -23 | / | / | -3 | 3 | / | 4
CC1(C)CC(NC(=O)COc2ccc3c4c(c(=O)oc3c2)CCCC4)CC(C)(C)N1 | 0.8 | -3 | -20 | 20 | -4 | -6 | 4 | 106 | 0
CS(=O)(=O)c1ccc2nc(NC(=O)c3cc([N+](=O)[O-])cc([N+](=O)[O-])c3)sc2c1 | -0.6 | 2 | 10 | 14 | -13 | -8 | 4 | 101 | 1
Cc1noc(C)c1COC(=O)c1csc2c1CCCC2 | -1.9 | 6 | 29 | / | / | 0 | 1 | / | /
Cc1cc(C#N)c(C)n1-c1cc(S(=O)(=O)N2CCOCC2)ccc1N1CCCC1 | 1.0 | -4 | 4 | 16 | -29 | -3 | 2 | 93 | 2
Cc1ccc(NC(=O)CSCC(=O)N2c3ccccc3CCc3ccccc32)cc1 | -0.1 | 0 | -35 | 22 | -19 | -6 | -1 | 103 | 2
C[n+]1cccc(C(=O)NCC2CCCO2)c1 (stereo unspecified) | 0.5 | -2 | -16 | -14 | 4 | -2 | 5 | 104 | 6
COc1cc(NC(=O)C2=CC(c3ccco3)=NS(=O)(=O)N2C)cc(OC)c1OC | -0.5 | 4 | 14 | 30 | -8 | -7 | 9 | 102 | -3
COc1cccc(N(CC(=O)N2CCN(C)CC2)S(=O)(=O)c2ccccc2)c1 | -0.3 | 4 | 0 | 1 | -8 | -4 | 0 | 105 | 4
O=C(Nc1ccc(Cl)cc1)Nc1nc(-c2sccc2Br)cs1 | 0.0 | -5 | 5 | 50 | -5 | 0 | 0 | / | 4
CN(Cc1ccccc1)C(=O)c1cc2cc(F)ccc2[nH]1 | 3.1 | -4 | -7 | / | -19 | -12 | -10 | 103 | -1
Cc1ccnc(NC(=O)COc2ccc3c(c2)CCC3)c1 | -2.7 | 1 | 8 | / | / | -6 | 12 | / | -2
Cc1csc(NC(=O)C(NC(=O)c2ccccc2F)C(C)C)n1 (stereo unspecified) | -5.5 | 7 | -27 | 11 | 9 | -1 | 3 | 118 | 1
Cc1ccccc1CS(=O)(=O)CCC(=O)NCc1ccc(F)cc1Cl | 0.2 | 6 | 12 | 33 | -6 | -8 | 4 | 101 | 0
O=c1c2ccccc2cnn1Cc1n[nH]c(=S)n1-c1ccc(Cl)cc1Cl | / | / | / | 14 | 0 | / | / | 93 | -1
COc1cc(S(=O)(=O)n2nc(C)cc2C)ccc1Cl | 1.9 | 1 | -7 | 29 | 4 | -11 | -4 | 104 | -3
COc1ccc(-c2csc(NC3=NCCCCC3)n2)cc1 | 2.1 | 1 | -15 | -10 | 4 | -5 | 2 | 100 | -2
COc1cc(-c2[nH]ncc2CN2CCCC2c2nonc2C)cc(OC)c1OC (stereo unspecified) | -0.8 | 3 | 3 | 24 | -26 | -2 | -2 | 104 | -3
Cc1ccn2c(=O)c(NC(=O)COc3ccccc3)c(C)nc2c1 | -0.3 | 3 | 2 | / | / | 0 | 2 | / | 1
O=C1Nc2ccccc2C12OCCCO2 | -1.8 | 4 | 1 | 12 | -5 | 0 | 0 | 108 | -1
CCOC(=O)c1c(C)noc1CP(=O)(c1ccccc1)c1ccccc1 | 2.2 | -2 | -26 | -4 | -11 | -7 | 18* | 100 | 6
CCOC(=O)CSc1nnc(CNC(=O)c2ccc(S(=O)(=O)N3CCCCC3)cc2)n1C | -1.6 | -1 | 4 | 28 | -8 | 0 | 23 | 103 | 3
Cc1ccc(NC(=S)/C(=C(\[O-])c2ccc(Cl)s2)[n+]2cccc(CO)c2)cc1C | -0.9 | 6 | -2 | -1 | 4 | 1 | 2 | 102 | -4
CC1CCN(CC(=O)Nc2cccc(Cl)c2)CC1 | -1.4 | -2 | -6 | -32 | -16 | 11 | -3 | 104 | 5
CN(C)S(=O)(=O)N1CCc2ccc(NC(=O)c3ccccc3Cl)cc2C1 | -0.2 | 3 | 3 | / | 18 | -10 | -1 | 106 | 1
COc1cccc(-n2c(SCC(=O)Nc3cc(C)on3)nc3c([nH]c4ccccc43)c2=O)c1 | 0.2 | 2 | 12 | -73 | -14 | 5 | 1 | 108 | -2
Cc1cc(O)c(C(C[N+](=O)[O-])c2ccc(Cl)cc2Cl)c(=O)o1 (stereo unspecified) | 1.6 | 2 | -5 | 29 | 0 | / | 13 | 107 | -1
CCn1c(SCC(=O)N2CCCc3ccccc32)nc2c1c(=O)n(C)c(=O)n2C | -1.9 | -3 | 13 | 19 | -3 | 7 | -3 | 104 | 0
C=CCn1c(SCC(=O)c2c(C)[nH]c3ccccc23)nnc1-c1ccncc1 | 1.1 | / | 13 | -19 | -1 | -2 | -9 | 95 | 5
C=CCn1c(SCC(=O)N2CCC(C)CC2)nc2c([nH]c3ccccc32)c1=O | -3.3 | / | 19 | / | / | -5 | 1 | / | /
O=C1CN(S(=O)(=O)c2cc(Cl)ccc2Cl)c2ccccc2N1 | 0.4 | -1 | -3 | 40 | 0 | -8 | -7 | 103 | -3
Cc1cc(=O)oc2cc(NC(=O)Cc3ccccc3[N+](=O)[O-])ccc12 | -0.8 | 0 | 7 | 34 | 5 | -3 | 1 | 106 | 1
COc1cccc(/C=C2\SC(=S)N(C(C)C(=O)NC3C=CS(=O)(=O)C3)C2=O)c1 (stereo unspecified) | 1.9 | 3 | -4 | -1 | 10 | 1 | 0 | 102 | 7
O=C(Cc1ccc(F)cc1)Nc1ccc(Cl)cn1 | -2.2 | -2 | -9 | -25 | -2 | -10 | 15* | 98 | 3
COc1ccc(OCCCC(=O)N(CCC2=CCCCC2)c2c(N)n(Cc3ccccc3)c(=O)[nH]c2=O)cc1 | 4.6 | -8 | 3 | / | / | -2 | 10 | / | 4
CC(C)(C)NC(=O)NC(=O)COc1ccccc1C#N | 1.7 | 1 | -11 | -14 | -8 | -5 | 7 | 99 | -7
CCCC1(C(=O)O)NC(c2ccccc2O)C2C(=O)N(c3cccc(Cl)c3)C(=O)C21 (stereo unspecified) | 0.0 | 4 | -1 | -3 | 6 | 3 | 0 | 113 | 7
Nc1nc2ccccc2n1C(=O)c1ccc(F)cc1 | -0.7 | 0 | -8 | 49 | -16 | 1 | -5 | 98 | -7
NS(=O)(=O)c1ccc(NC(=O)c2ccc(CNS(=O)(=O)c3cc(C(F)(F)F)ccc3Cl)cc2)cc1 | 0.5 | 3 | -1 | 41 | -1 | 2 | -8 | 95 | -1
COCc1cc(=O)n2[nH]c(-c3cccs3)cc2n1 | -0.8 | 4 | 21 | 25 | -2 | -2 | -4 | 103 | 3
CC1Cc2nc(SCC(=O)N3CCCc4ccccc43)n(C)c(=O)c2S1 (stereo unspecified) | -1.3 | -3 | 12 | -8 | -8 | / | -13 | 108 | 2
NC(=O)CSc1nnc(-c2ccc(S(=O)(=O)N3CCCC3)cc2)n1Cc1ccco1 | 1.6 | 0 | -6 | 50 | 2 | / | -2 | 98 | 5
CN(N=Cc1ccccc1O)c1ccc2ccccc2n1 | 3.1 | / | 12 | / | / | -6 | 9 | / | /
O=Cc1ccc(C(=O)OCC(=O)NCCC2=CCCCC2)cc1 | -1.2 | 1 | 3 | / | / | -4 | 1 | / | -7
CNC[C@H]1Oc2c(NS(=O)(=O)c3ccc(OC)cc3)cccc2C(=O)N([C@H](C)CO)C[C@H]1C | 0.7 | -1 | -2 | / | / | -9 | 2 | / | 0
N#Cc1ccc(C(=O)Nc2cc(S(=O)(=O)Nc3ccc(Cl)cc3)ccc2N2CCCCC2)cc1 | 3.8 | 6 | 0 | -24 | 1 | -6 | 18 | 100 | 1
CCOC(=O)/C=C1\SCC(=O)N1CC(=O)NC(C)C | 3.9 | 1 | -8 | -4 | -1 | 5 | 1 | / | 8
COC(=O)c1c(-c2c(Cl)cccc2Cl)noc1NC(=O)N(C)C | -0.7 | 2 | 0 | 43 | 0 | 0 | -5 | 94 | -4
C=CCNC(=S)NNC(=O)c1cccn(Cc2cccc(Cl)c2)c1=O | 0.2 | 6 | -8 | 79* | -2 | -2 | -4 | 101 | 2
(continued)
SMILES | CRFBP-R2 agonist | IDE act | CRFBP-R2 block | PHOSPHO1 block | pCIP destab | GalR3 antagonist | CHRM4 PAM | MEKK3 PB1 HTS | IDE inh
CCC(C)C(NC(N)=O)C(=O)Nc1ccc(OCc2ccccc2)cc1 (stereo unspecified) | 0.1 | 0 | 3 | -10 | 3 | 6 | -8 | 105 | 2
COc1cccc(OCCOc2ccccc2OC(C)C)c1 | 0.7 | 0 | 15 | 3 | 3 | -2 | 2 | 103 | 0
COc1ccc(-c2c(N)n[nH]c2C)cc1OC | -0.7 | 2 | 18 | 39 | -10 | -5 | 11 | 97 | 8
C=CCn1nnnc1-c1cccc(Cl)c1 | -1.2 | -4 | 11 | -16 | 10 | 0 | -3 | 106 | 4
COc1ccc(C(c2nnnn2Cc2ccccc2)N2CCN(C(=O)c3ccco3)CC2)cc1OC (stereo unspecified) | -0.4 | 2 | -17 | 10 | 5 | -3 | 4 | 114 | -6
